M. tuberculosis GlmU: inhibition of mycobacterial GlmU enzyme – biochemical, glucosamine-1-phosphate acetyltransferase (AID 1376); Bifunctional protein GlmU (Mycobacterium tuberculosis (strain ATCC 25618 / H37Rv)); M. tuberculosis GlmU acetyltransferase enzyme assay; higher % means a stronger effect; inhibition, %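 (tested at 30 µM in the primary screen)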, or IC50 in µM where a hit was titrated; 0.25% of 220,000 active; in the data active = inhibition above about 13%;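 also: 0% = complete reaction with vehicle and 100% = reaction without substrate; strong numbers were not always called active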
Mtb RmlCD inh: M. tuberculosis RmlC/RmlD coupled enzyme inhibitors, primary screen, biochemical, compound mixtures, 384-well, from 1536-well plates | RmlC+RmlD coupled enzyme assay, percent inhibition; primary screen in compound mixtures | 0.03% of 160,000 active | AID 1533, 2009 | inhibition, % at 3.6 µM; in the data active = inhibition mostly above about 34%, no sharp cut-off; also: some results filed as inactive read as strong as hits
Target sequence (P9WH09 whole entry, looked up): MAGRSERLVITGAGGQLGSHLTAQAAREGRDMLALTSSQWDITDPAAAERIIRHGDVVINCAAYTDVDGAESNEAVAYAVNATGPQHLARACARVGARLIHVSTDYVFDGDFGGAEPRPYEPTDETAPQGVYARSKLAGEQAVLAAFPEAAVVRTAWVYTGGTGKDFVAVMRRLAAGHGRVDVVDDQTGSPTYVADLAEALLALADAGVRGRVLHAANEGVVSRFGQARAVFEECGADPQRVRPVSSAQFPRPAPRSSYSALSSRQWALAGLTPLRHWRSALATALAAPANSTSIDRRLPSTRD
Target sequence (P9WH11 whole entry, looked up): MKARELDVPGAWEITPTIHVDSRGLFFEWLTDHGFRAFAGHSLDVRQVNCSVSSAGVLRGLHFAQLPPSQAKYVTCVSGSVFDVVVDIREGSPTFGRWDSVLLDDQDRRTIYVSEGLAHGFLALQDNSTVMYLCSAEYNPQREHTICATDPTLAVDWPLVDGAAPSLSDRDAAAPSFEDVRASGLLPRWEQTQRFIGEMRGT
* hit, by the source's call; x = not tested or not shown. An excerpt (hit frequency here may not be typical).

Under each structure: M. tuberculosis GlmU, Mtb RmlCD inh
1) Cc1ccc(OCC(=O)N/N=C/c2ccc([N+](=O)[O-])o2)cc1
    5.8%, -5
2) CCOC(=O)CC1COCCN1Cc1cn[nH]c1-c1ccc2c(c1)OCO2 (stereo unspecified)
    3.4%, -7
3) COC(=O)C1=C(C(=O)OC)[N+]2=C3N(C(=O)NC2(C)C)[C@H](CO)C[C@@]32c3ccccc3N(Cc3ccccc3)[C@@H]12
    3.5%, x
4) CCCC(C)NC(=O)COc1ccc(Sc2ccc(OCC(=O)NC(C)CCC)cc2)cc1 (stereo unspecified)
    0.9%, x
5) COc1nc(Oc2ccc(C(=O)O)cc2)nc(Oc2ccc(C(=O)O)cc2)n1
    -3.6%, -11
6) CCn1cnc2sc(-c3ccccc3)cc2c1=O
    1.8%, x
7) COC(=O)c1cc(Br)c(=O)n(CCC2=CCCCC2)c1
    2.1%, x
8) CCOC(=O)CSc1nccc(N(C)C)c1C#N
    -3.0%, x
9) Cn1c(C(=O)NCCCN2CCN(c3ccccc3F)CC2)cc2c(=O)n(C)c3ccccc3c21
    -9.6%, 10
10) COc1ccc(OCC(O)CNC(=O)Nc2ccccc2)cc1 (stereo unspecified)
    -6.9%, 4
11) CCOc1nc2c(c(-c3cccs3)c1C#N)Cc1ccccc1-2
    0.6%, 14
12) O=C(NCc1cccnc1)C1CCC(CNS(=O)(=O)c2cccc3nsnc23)CC1 (stereo unspecified)
    2.5%, -13
13) CC(C)(C)C1CCC(OC(=O)C[N+]2(C)CCCC2)CC1 (stereo unspecified)
    0.2%, 2
14) COc1cccc(Oc2ccc(N)cc2)c1
    -4.3%, 4
15) O=S(=O)(Nc1cccc(C(F)(F)F)c1)c1cnc[nH]1
    2.4%, -1
16) O=C(C1CC2CCC1C2)N1CCN(Cc2ccc3c(c2)OCO3)CC1 (stereo unspecified)
    2.6%, -5
17) c1ccc(CSc2snnc2-c2ccccc2)cc1
    -0.5%, 32
18) Cn1c(CSCc2ccccc2)nnc1SCC(=O)Nc1nccs1
    0.1%, x
19) N/C(=N\OC(=O)c1cccnc1)c1ccc(Cl)cc1Cl
    -2.9%, -8
20) COc1cc(OC)c2c(O)c3c(c(-c4c5c(c(O)c6c(OC)cc(OC)cc46)CO[C@@H](C)[C@H]5O)c2c1)[C@H](O)[C@H](C)OC3
    4.7%, -9
21) O=C(N/N=C/c1c(O)n(-c2ccccc2Cl)c(=O)c2ccccc12)c1cccnc1
    0.5%, x
22) Cc1ccc2nc(-c3ccccn3)oc2c1
    0.3%, 1
23) CCN(CC)C(=S)Nc1ccc(OC)cc1
    0.9%, x
24) CC(=O)Nc1ccc(S(=O)(=O)N2CCCCC2c2cccnc2)cc1 (stereo unspecified)
    6.1%, -4
25) C/C(=N\O)C(=O)NCCCNCCCN(C)C
    3.9%, 10
26) Cc1ccc(NC(=O)NC(=O)CSc2nnc(-c3ccc(Cl)cc3Cl)n2N)c(C)c1
    1.5%, -13
27) O=C(CSc1nnnn1-c1ccc2c(c1)OCO2)NCc1ccccc1
    4.6%, -15
28) CCC(=O)N1c2ccccc2C(N(C(=O)CC)c2ccccc2)CC1C (stereo unspecified)
    0.8%, -5
29) CC(C)CCNC(=O)Nc1ccc2c(c1)N(C)C(=O)CS2
    0.4%, -1
30) CC(C)CCOc1ccc(C(=O)O)cc1
    2.7%, x
31) COc1ccc2c(c1)-c1ccccc1S(=O)(=O)N2C(C)=O
    -1.2%, -7
32) COc1ccccc1N1CCN(CC(O)c2ccc3cc[nH]c3c2)CC1 (stereo unspecified)
    -7.5%, 4
33) COc1cc2c(cc1OC)-c1nc3ccccc3c(=O)n1C(C)(C)C2
    -0.4%, x
34) O=C(CSc1nc(-c2ccccc2)c(-c2ccccc2)[nH]1)Nc1ccc2c(c1)OCO2
    1.1%, x
35) CC1CCN(C(=O)CCl)CC1
    -4.6%, 4
36) Cc1cc(C)c2nc(NC(=O)c3ccc(OCC4CCCO4)cc3)sc2c1 (stereo unspecified)
    0.8%, -11
37) COc1ccc(C(=O)Nc2cc(OC)cc(OC)c2)cc1
    2.6%, x
38) Cc1ccc(-n2ncc(Cl)c2C(=O)NC2CC2)cc1
    -4.7%, -9
39) Cc1ccc(CC(=O)N2CCC(c3nc4c(nnn4Cc4ccccc4)c(=O)[nH]3)CC2)cc1
    -6.5%, -9
40) c1ccc2c(c1)nc(N1CCCCC1)c1ccccc12
    -0.7%, 6

Entries of single compounds, looked up by structure. Screens in order: M. tuberculosis GlmU	Mtb RmlCD inh
`COc1cc2c(cc1OC)-c1nc3ccccc3c(=O)n1C(C)(C)C2` as listed: -0.4%	x
`C/C(=N\O)C(=O)NCCCNCCCN(C)C` as listed: 3.9%	10
`Cc1ccc(-n2ncc(Cl)c2C(=O)NC2CC2)cc1` as listed: -4.7%	-9
`CCN(CC)C(=S)Nc1ccc(OC)cc1` as listed: 0.9%	x

The list continues.
Under each structure: M. tuberculosis GlmU, Mtb RmlCD inh
41) CC(C)c1cc(C(N)=O)c(NC(=O)C2CCC2)s1
    -4.9%, x
42) CCOCCN1CCN(C(=O)CN2CCCC2=O)CC1
    -0.7%, 6
43) CCOc1ccc(C2/C(=C(\O)c3ccc(OC)c(OC)c3)C(=O)C(=O)N2c2cc(C)on2)cc1OC (stereo unspecified)
    1.6%, -5
44) O=C(NCc1ccc2c(c1)OCO2)c1ccc(S(=O)(=O)C(F)F)cc1
    4.5%, 5
45) COCCNC(=O)c1ccc2c(c1)nc(C)n2-c1cccc(F)c1
    -3.8%, 32
46) Cn1cc(CC(=O)NCCCN2CCCC2=O)c2ccccc21
    -1.6%, 7
47) O=C(c1ccco1)N1CCN(c2ncccn2)CC1
    -6.5%, 7
48) CCCn1cc(S(=O)(=O)CC(=O)Nc2ccc(OC)cc2OC)c2ccccc21
    0.1%, 8
49) Nc1nc(Cl)c(C=O)c(N2CCCCC2)n1
    4.7%, -10
50) O=C(/C=C/c1ccc(OCCCF)cc1)Nc1ccnc(-c2cccnc2)n1
    7.9%, 5
51) N/C(=N\OC(=O)c1ccccc1Cl)c1ccncc1
    0.7%, x
52) CCCS(=O)(=O)N1CCCC(C(=O)NCc2cccnc2)C1 (stereo unspecified)
    12%, -5
53) O=C(NC1CCCC1)c1ccc(CSCc2ccccc2F)o1
    -0.4%, 5
54) COc1ccc(NC(=O)CC23CC4CC(C2)CC(n2nnc(C)n2)(C4)C3)cc1
    2.5%, 8
55) O=C1CC(SCCc2nc3ccccc3[nH]2)C(=O)N1c1ccc(F)cc1 (stereo unspecified)
    -1.8%, 7
56) CSC(=Nc1ccc(Cl)cc1)N[n+]1ccccc1
    -4.1%, -5
57) CC1CCCC(NC(=O)COC(=O)c2c[nH]c(=O)[nH]c2=O)C1C (stereo unspecified)
    0.9%, -10
58) CCOC(=O)c1c(NC(=O)c2ccc(S(=O)(=O)N3CCOCC3)cc2)sc2c1CCN(C)C2
    0.2%, 8
59) COC(=O)Cn1c(=O)c(C)nc2ccccc21
    0.6%, 8
60) CC1(C)CC(N=c2cc(-c3ccccc3)oc3ccc(Cl)cc23)CC(C)(C)N1
    -5.0%, 5

Another view of some results above.
[42] CCOCCN1CCN(C(=O)CN2CCCC2=O)CC1
[54] COc1ccc(NC(=O)CC23CC4CC(C2)CC(n2nnc(C)n2)(C4)C3)cc1
[55] O=C1CC(SCCc2nc3ccccc3[nH]2)C(=O)N1c1ccc(F)cc1 (stereo unspecified)
[43] CCOc1ccc(C2/C(=C(\O)c3ccc(OC)c(OC)c3)C(=O)C(=O)N2c2cc(C)on2)cc1OC (stereo unspecified)

compound no.,42,54,55,43
M. tuberculosis GlmU,-0.7%,2.5%,-1.8%,1.6%
Mtb RmlCD inh,6,8,7,-5

Remaining list, next part
Under each structure: M. tuberculosis GlmU, Mtb RmlCD inh
61) CCCOC(=O)Nc1nc2ccccc2o1
    1.9%, x
62) Cc1ccc(NC(=O)C2CCCN2S(=O)(=O)c2ccc3c(c2)n(C)c(=O)c(=O)n3C)cc1 (stereo unspecified)
    -1.5%, x
63) S=c1[nH]nc(CSCc2ccccc2Cl)n1C1CCCCC1
    2.1%, -3
64) CC(C)C1Oc2ccccc2N(CC(=O)N(Cc2ccncc2)Cc2ccco2)C1=O (stereo unspecified)
    4.6%, x
65) CCOC(=O)c1c(C)oc2ccc(OCC(=O)C(C)(C)C)cc12
    0.9%, x
66) COc1ccccc1N1C(=O)NC(=O)C2(Cc3cc(C)ccc3N(C)C2)C1=O (stereo unspecified)
    7.8%, x
67) CC(CCc1ccccc1)NC(=O)Cc1ccccc1 (stereo unspecified)
    -1.3%, -13
68) CCOc1ccc(CNC(=S)N/N=C/c2ccncc2)cc1
    0.1%, x
69) CN(Cc1ccccc1)C(=O)COc1ccccc1
    0.6%, x
70) CN(NC(=O)c1ccccc1F)c1ncccc1[N+](=O)[O-]
    7.5%, 10
71) CCC1CCc2c(sc(NC(=O)C3c4ccccc4Oc4ccccc43)c2C(N)=O)C1 (stereo unspecified)
    1.1%, 24
72) CCOc1ccc(Nc2nc(N3CCCC3)nc(N3CCN(c4ccc(OC)cc4)CC3)n2)cc1
    2.8%, -12
73) CCOC(=O)N1CCN(S(=O)(=O)c2cccc3cccnc23)CC1
    -1.0%, -1
74) Cn1c(SCC(=O)c2ccccc2)nnc1-c1ccncc1
    -1.6%, 2
75) CCOC(=O)C1CCN(C(=O)CCc2c(C)nc3ncnn3c2C)CC1
    -4.2%, -11
76) Cc1ccc2c(c1)c1ncn(CCC3=CCCCC3)c(=O)c1n2C
    -6.1%, 6
77) CCc1nc2sc3c(Cl)ncnc3c2c2c1CCCC2
    -5.1%, 6
78) COc1ccc(/C=C(/NC(=O)/C=C/c2ccccc2)C(=O)N2CCOCC2)cc1
    6.3%, -6
79) CCN1CCCC(OC(=O)Nc2ccccc2)C1 (stereo unspecified)
    1.7%, x
80) O=C(CCCCCCC(=O)c1ccccc1)c1ccccc1
    1.1%, -10
81) Cc1ccc(-n2c(C)cc(/C=N/Nc3ccc([N+](=O)[O-])cn3)c2C)c(C)c1
    7.8%, -7
82) CC1(C)Cc2nc3sc4c(=O)n(CC(=O)NCc5ccco5)cnc4c3cc2CO1
    0.5%, x
83) COc1ccccc1NC(=O)CN1CCN(CC(=O)Nc2ccc3c(c2)OCCO3)CC1
    -5.1%, -6
84) CC(C)[C@H](NC(N)=O)C(=O)NCCc1ccc(Cl)cc1Cl
    -8.4%, 11
85) Cc1[nH]c(C)c2c(=O)n(Cc3ccc(Cl)cc3)ncc12
    -1.8%, 0
86) CCN(c1cccc(C)c1)S(=O)(=O)c1ccc2[nH]c(=O)c(=O)[nH]c2c1
    4.5%, -16
87) N#Cc1ccc(COC(=O)CSc2nnc(N)s2)cc1
    0.3%, 12
88) Fc1ccccc1/C=N/NC(=S)Nc1ccc(Cl)cc1Cl
    0.1%, x
89) Cc1cc(N2CCOCC2)nc2ccc(NC(=S)N3CCN(c4ccccc4)CC3)cc12
    -7.3%, -6
90) CN(C)CCNc1nc(S(=O)(=O)c2ccccc2)c(Cl)s1
    6.8%, -10
91) O=C(CCc1ccccc1)Nc1ccc2c(c1)OCCO2
    3.1%, 7
92) COc1cc(OC)nc(NC(=O)CSc2nc3ccccc3[nH]2)n1
    -4.3%, 5
93) Cc1cc(O)ccc1Nc1nc(-c2cccs2)cs1
    -4.5%, 15
94) CCOC(=O)c1cc(C)nc(SC)c1C#N
    -4.4%, 12
95) Cc1oc(-c2ccccc2)nc1CS(=O)CC(=O)O (stereo unspecified)
    0.9%, -4
96) COC(=O)Cn1c(C)nc([N+](=O)[O-])c1Br
    5.7%, -10
97) S=C(Nc1ccc(OCc2ccccc2)cc1)Nc1cccc(Cl)c1Cl
    3.4%, -5
98) CN(C)CC#CCOCCOCCC#N
    4.7%, -6
99) CC1CCN(C(=O)CSc2nnc(-c3cccnc3)n2C2CCCCC2)CC1
    1.0%, x
100) Cc1cc(N2CCCC(C(=O)Nc3ccc4c(c3)CCC4)C2)n2ncnc2n1 (stereo unspecified)
    5.6%, 9

Some of the entries above in another layout.
95) Cc1oc(-c2ccccc2)nc1CS(=O)CC(=O)O (stereo unspecified)
96) COC(=O)Cn1c(C)nc([N+](=O)[O-])c1Br
screen / no.	95	96
M. tuberculosis GlmU	0.9%	5.7%
Mtb RmlCD inh	-4	-10

Next part
Under each structure: M. tuberculosis GlmU, Mtb RmlCD inh
101) CC(C)(C)c1cc(NC(=O)CSc2nnc(N)s2)n(-c2ccccc2)n1
    0.3%, -1
102) CN1N=C(/C=C/c2ccccc2)CCC1=O
    5.3%, -5
103) COc1ccc(/C=C(\NC(=O)c2ccc(C)cc2)C(=O)NCC2CCCO2)cc1 (stereo unspecified)
    -3.9%, -3
104) COc1cc(OC)cc(C(=O)N[C@H](C(=O)Nc2nc(-c3ccc(F)c(F)c3)cs2)C(C)C)c1
    -1.8%, -10
105) COc1ccc2c(c1)CCC/C2=N/OC(=O)c1ccccc1OC
    -3.7%, 10
106) Cc1ccc(-n2nc(C)cc2Nc2ncc(Cl)cc2Cl)cc1
    5.4%, -4
107) CCCNC(=O)Cc1c(O)c2ccccc2[nH]c1=O
    5.3%, x
108) CCCCCC1CCC(C(=O)O)CC1 (stereo unspecified)
    1.1%, 0
109) CN(CCC1CCOCC1)Cc1cn[nH]c1-c1ccc(-c2ccccc2)cc1
    0.7%, 9
110) O=c1c2c3c(sc2nc(NCCO)n1CCc1ccccc1)CCCCC3
    1.1%, -8
111) CCOc1ccc(NC(=O)COC(=O)CCS(=O)(=O)c2ccc(C)cc2)cc1
    -0.8%, x
112) COc1ccccc1N1CCN(C(=O)CN(c2ccc(C)c(C)c2)S(C)(=O)=O)CC1
    -0.2%, x
113) O=C(Nc1ccccc1)Nc1ccccc1-n1ccnc1
    6.3%, -5
114) COc1ccc(/C=C/C(=O)Nc2cc(C)nn2-c2nc3ccccc3[nH]2)cc1
    0.4%, 6
115) CC1=NNC(=O)C1CC(=O)N/N=C/c1ccncc1 (stereo unspecified)
    1.6%, 9
116) CCC(CC)C(=O)OCC(=O)Nc1ccc(S(=O)(=O)N2CCOCC2)cc1OC
    8.2%, -3
117) O=C(CCSc1ccc(F)cc1)Nc1ccc(-n2cnnn2)cc1
    3.4%, x
